SSB-PriA inh: inhibitors of Klebsiella pneumoniae PriA binding to SSB C-terminal tail; actives 0.6% (n = 430,000); AlphaScreen SSBct-PriA binding, biotinylated peptide; inhibition, % at 33 µM; in the data active means inhibition mostly above about 37%, no sharp cut-off; inactive means mostly below about 20%;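 further: plate controls were negative control peptide for no effect and reference peptide for full effect; strong numbers were not always called active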
* marks the source's active call; other numbers are inactive results; & = joins results of further samples. Only part of the results is shown; the hit share may differ from the screen's.

SMILES | SSB-PriA inh
COc1cccc(C(CNC(=O)C(=O)Nc2cccc([N+](=O)[O-])c2)N2CCOCC2)c1 (stereo not drawn) | 6.0
C=CCn1c(SCc2c(C)noc2C)nc2scc(-c3ccc(C)cc3)c2c1=O | -3.0
O=[N+]([O-])c1cccc(-c2nc(=S)c3c([nH]2)CCCC3)c1 | -19.0
O=C(CSc1ccc(F)cc1)NCC(O)(c1ccccc1)C1CC1 (stereo not drawn) | -8.0
O=C(c1ccccn1)N1CCC[C@H](S(=O)(=O)c2ccc(F)cc2)C1 | -9.0
Cc1cc(=O)n2c(-c3cccc(NC(=O)c4c(F)cccc4F)c3)csc2n1 | 1.0
CCOc1ccc(C=NNc2nc(=O)[nH]nc2C)cc1OC | 6.2
Cc1cc(C)n(-c2nc(CCNC(=O)c3cncc(Br)c3)cs2)n1 | -7.0
COc1ccc2c(=O)c(Oc3ccc(C(=O)NC[C@H]4CCCO4)cc3)coc2c1 | 5.0
COc1ccc(CCNC(=O)C(=O)Nc2cc(N3CCCS3(=O)=O)ccc2C)cc1 | -12.0
Cc1n[nH]c(=O)nc1NN=Cc1ccco1 | 0.8
COc1ccc(S(=O)(=O)NCc2ccccc2-c2ccsc2)cc1Cl | -26.0
O=C1N=C(O)CN1N=Cc1ccc(-c2ccc([N+](=O)[O-])cc2)o1 | 0.6
CCCc1ccc(S(=O)(=O)NCCN2CCN(c3ccc(OC)cc3)CC2)cc1 | 37.0
O=S(=O)(N=Cc1ccccc1O)c1cccs1 | 3.1
CCN1C(=O)c2cc(NS(=O)(=O)CCc3ccc(OC)cc3)ccc2Oc2ccccc21 | 47.0
CCCCOc1ccc(C(O)=C2C(=O)C(=O)N(CCCOC)C2c2ccncc2)cc1C (stereo not drawn) | -4.2
O=C(Nc1ccc(Br)cc1C(=O)c1ccccc1)c1ccc(Cl)s1 | 0.0
Cn1nc(C(=O)N2CCc3nc(NC(=O)c4ccccn4)sc3C2)ccc1=O | -6.0
COc1ccc(O)c(C=Nc2sc(C)c(C)c2C#N)c1 | -4.8
CC1CCN(C(=O)CSc2cn(Cc3ccc(Br)cc3)c3ccccc23)CC1 | -1.0
COc1ccc(-c2nnc(SCc3ccccc3)n2C)cc1OC | -3.0
CCc1ccc(S(=O)(=O)N2CCN(c3ncncc3C)CC2)s1 | 1.0
COc1ccccc1-c1cc(C(=O)N2CCC(c3nn(C)c(=O)n3C3CC3)CC2)[nH]n1 | -11.0
O=C(c1cc(Br)cs1)N1CCC2(CC1)OCCS2 | 1.0
O=C(c1cc(C2CC2)on1)N1CC(c2nc(-c3cccs3)no2)C1 | 4.0
Cc1ccc(S(=O)(=O)CCCC(=O)Nc2nnc(-c3cc(C)n(C)n3)o2)cc1 | -4.0
Cc1nccn1CC1CCN(C(=O)CSCc2ccccc2)CC1 | -12.0
CC1CC(C)CN(c2nc(Nc3ccccc3)nc(N3CCOCC3)n2)C1 (stereo not drawn) | -5.0
Cc1sc(NC(=O)c2ccc(Cl)cc2)nc1C12CC3CC(CC(C3)C1)C2 | 8.0
CCN(CC)c1ccc(C(=O)NN=Cc2ccccc2OC(F)F)cc1 | -0.2
C=CCN1C(=O)C(C)(C)COc2cc(NS(=O)(=O)c3cccc(Cl)c3)ccc21 | -17.0
COc1ccc(NC(=O)CSc2nnc(C(C)C)c3cnn(-c4ccccc4)c23)c(OC)c1 | 17.0
O=S(=O)(NCC1(c2ccc(F)cc2)CC1)C1CC1 | -16.0
CCn1c(SCC(=O)Nc2ccc(C)c(Cl)c2)nnc1-c1c[nH]c2ccccc12 | -9.0
O=C(CN1C(=O)c2ccccc2C1=O)Nc1ccc2c(c1)CC(=O)N2 | -8.0&4.0
CCOC(=O)CC(=O)CSc1ncnc2sc3c(c12)CCCC3 | -38.0
O=C(CN1CCN(c2ccccc2F)CC1)Nc1ccc(Br)cc1 | -10.0
CCOc1cc(NC(=O)c2ccc(=O)n(Cc3cccc(F)c3)n2)ncn1 | -21.0
O=C(CSc1cn(CCNC(=O)c2cccs2)c2ccccc12)NCc1ccc2c(c1)OCO2 | 1.0

Shown as labelled records: 4 of the compounds above.
CCn1c(SCC(=O)Nc2ccc(C)c(Cl)c2)nnc1-c1c[nH]c2ccccc12
- SSB-PriA inh: -9.0
CCOc1cc(NC(=O)c2ccc(=O)n(Cc3cccc(F)c3)n2)ncn1
- SSB-PriA inh: -21.0
CCOC(=O)CC(=O)CSc1ncnc2sc3c(c12)CCCC3
- SSB-PriA inh: -38.0
O=C(CN1C(=O)c2ccccc2C1=O)Nc1ccc2c(c1)CC(=O)N2
- SSB-PriA inh: -8.0&4.0

(continued)
SMILES | SSB-PriA inh
NCCn1ncc2c(=O)n(Cc3ccc(Br)cc3)cnc21 | -1.0
COC(C)(CNC(=O)c1cccn(C)c1=O)c1ccccc1F (stereo not drawn) | -2.0
O=C(CCS(=O)(=O)c1ccccc1)Nc1sccc1-c1nc(C2CC2)no1 | -2.0
Cn1cnc(S(=O)(=O)N2CCC3(CC2)OCCS3)c1 | -7.0
CCn1c(C2CCN(C(=O)Nc3ccccc3Cl)CC2)nn(CCOC)c1=O | -16.0
Cc1cccc(NC(N)=Nc2nc(C(F)(F)F)cc(C(F)(F)F)n2)c1 | -8.7
Cc1ccc(S(=O)(=O)Oc2ccccc2C=NNC(=O)c2c(Cl)cnn2C)cc1 | -12.3
Cc1cccc(NC(=S)NN=C(c2ccccc2)C(C)C)c1 | 18.2
COc1cn(CC(=O)Nc2ccc(F)cc2F)c(CN2CCN(c3ccc(F)cc3)CC2)cc1=O | -13.0
Cc1nc2ccc(C(=O)NC3CCN(c4ccccn4)C3)cc2s1 (stereo not drawn) | 11.0
CCC(=O)Nc1nnc(-c2ccc(F)cc2)o1 | 7.0
O=C(c1ccncc1)N1CCC(Oc2cnccn2)CC1 | -7.0
Cc1ccc(S(=O)(=O)N=Cc2cccc([N+](=O)[O-])c2)cc1 | 4.0
CC(O)(CNS(=O)(=O)c1ccc(Br)s1)c1cccs1 (stereo not drawn) | -6.0
O=C(NCc1ccnc(-c2ccco2)c1)c1cccc(Cl)c1 | 13.0
CC(=O)c1ccc(S(=O)(=O)NCC2CCN(S(=O)(=O)c3cccnc3)CC2)cc1 | 5.0
Cc1cc(N2CCN(C(=O)Nc3cccs3)CC2)ncn1 | 24.0
CC(CCc1ccccc1)=NNC(=O)c1ccccc1 | -12.5
Cc1ccc(Cl)c2sc(N(CCCN(C)C)C(=O)c3ccno3)nc12 | 2.0
CCOc1ccccc1NC(=O)c1csc(Nc2ccc(S(C)(=O)=O)cc2)n1 | -11.0

Arranged by number of heavy atoms (ascending): some entries from above
SMILES | SSB-PriA inh
CC(CCc1ccccc1)=NNC(=O)c1ccccc1 | -12.5
O=C(NCc1ccnc(-c2ccco2)c1)c1cccc(Cl)c1 | 13.0
CC(=O)c1ccc(S(=O)(=O)NCC2CCN(S(=O)(=O)c3cccnc3)CC2)cc1 | 5.0

The results go on.
SMILES | SSB-PriA inh
O=C(Nc1nnc(Cc2cccs2)o1)c1ccc(S(=O)(=O)N2CCCCC2)cc1 | 31.1
CCCn1ccc2c(O)cccc2c1=O | 0.0
Cc1cc(C)nc(N=C(N)Nc2ccc(F)c([N+](=O)[O-])c2)n1 | -14.5
Cc1ccc(-c2csc(NC(=O)c3ccc(S(=O)(=O)N4CCCCCC4)cc3)n2)cc1C | 1.0
CCOC(=O)c1c(-c2ccccc2)csc1NC(=O)CSc1nnc2ccc3ccccc3n12 | -5.0
Cn1nc(-c2ccc(F)cc2)cc1C(=O)NCCn1ccn2nc(-c3ccco3)cc12 | 29.0
O=C(Nc1cccc2ccccc12)NC1CC(=O)N(c2ccc(F)cc2)C1 (stereo not drawn) | -1.0
Clc1cccc(-c2nnn3c2nc(NCc2ccc4c(c2)OCO4)c2ccccc23)c1 | -7.0
CCc1nnc(-c2ccc(NC(=O)c3cccc(OC)c3)cc2)o1 | 3.0
CSc1ccccc1CN1CCC(CNS(=O)(=O)c2ccc(Br)s2)CC1 | 13.0
O=C(NCc1ccco1)c1ccc(Cn2c(=O)c3ccccc3n(Cc3ccc(F)cc3)c2=O)cc1 | -11.0
O=C(Cc1csc(Nc2cccc(Cl)c2)n1)Nc1ccc2c(c1)OCCO2 | 20.0*
COC(=O)c1sccc1S(=O)(=O)NCCn1nc(-c2cccnc2)n(C2CC2)c1=O | -20.0
Cn1ccc(C(=O)Nc2nc(-c3cc(Cl)sc3Cl)cs2)n1 | -8.0&-1.0
COCCNC(=O)Cn1nc2c(c1NC(=O)CC1CCCC1)CSC2 | -4.0
Cn1c(=O)c2c(SCC(=O)N3CCCC3)nc(-c3cccc([N+](=O)[O-])c3)nc2n(C)c1=O | -10.0
COc1ccc(S(=O)(=O)N2CCC(C(=O)Nc3onc4c3CCC4)CC2)cc1 | 2.0
O=C(Nc1ccccc1Cl)N1CCC(CSc2ccccn2)CC1 | -18.0
O=C(CCN1CCN(c2ccccc2)CC1)NN=Cc1ccccc1O | 6.2
O=C(NCc1cncc(-c2ccsc2)c1)c1ccc2nsnc2c1 | -2.0
CCCCOc1ccc(C=NNc2cc(N3CCOCC3)nc(C)n2)cc1 | -0.8
CCOc1ccc(-c2csc(-n3nc(C)cc3NC(=O)C(C)(C)C)n2)cc1 | -8.0
CC(=O)NNC(=O)CCN1C(=O)S/C(=C\c2ccc(C)cc2)C1=O | -11.0
CN(C)c1nc(NN=Cc2ccccc2O)nc(Nc2ccc(F)cc2)n1 | -3.8
Cc1ccc(S(=O)(=O)c2nc(-c3cccs3)oc2N2CC(C)OC(C)C2)cc1 (stereo not drawn) | 18.0
O=C(CC1SC(=NN=Cc2c[nH]c3ccc(OCc4ccccc4)cc23)NC1=O)Nc1ccccc1 (stereo not drawn) | 3.9
O=C(NN=Cc1c(O)n(-c2ccccc2)c(=S)[nH]c1=O)c1ccccc1 | -2.5
CC(=O)NN=C(C)c1cccc(C(F)(F)F)c1 | 0.1
COC(=O)c1ccccc1C(=O)N(Cc1ccccn1)c1nc2cc(OC)ccc2s1 | 0.0&9.0
COc1cccc(CCNC(=O)c2cc3cccnc3n(C)c2=O)c1 | -4.0
COc1ccc(C(=O)NN=Cc2cc3ccccc3[nH]c2=O)cc1 | 1.7
COc1cc(C=NNC(=O)c2cccnc2)ccc1OS(=O)(=O)c1ccc(F)cc1 | -14.7
N=C1c2ccccc2CN1CC(=O)c1ccc(Cl)cc1 | -9.0
CC(C)C(=O)N1CCc2ccc(NS(=O)(=O)Cc3ccccc3)cc2C1 | -3.0
Cc1cc(-c2ccncc2)nn1CCNC(=O)c1cnn(-c2ccccc2)n1 | -5.0
Cc1cccc(-c2nc3c4ccccc4[nH]c(=O)n3n2)c1 | -1.0
Cn1cnc(S(=O)(=O)NCC2(c3ccc(F)cc3)CC2)c1 | -14.0
CC1CCc2nc(NC(=O)c3ccc(F)cc3)sc2C1 (stereo not drawn) | 3.0
COCCOc1ccc(C(=O)NCc2ccccc2-c2ccsc2)cc1 | -5.0
O=C1/C(=C/c2ccc(-c3cccc(C(F)(F)F)c3)o2)SC(=S)N1CCCN1CCOCC1 | 28.0

Overlap with the part before: 5 entries; new compounds follow.
SMILES | SSB-PriA inh
Cc1cccc(-c2nc3c4ccccc4[nH]c(=O)n3n2)c1 | -1.0
Cn1cnc(S(=O)(=O)NCC2(c3ccc(F)cc3)CC2)c1 | -14.0
CC1CCc2nc(NC(=O)c3ccc(F)cc3)sc2C1 (stereo not drawn) | 3.0
COCCOc1ccc(C(=O)NCc2ccccc2-c2ccsc2)cc1 | -5.0
O=C1/C(=C/c2ccc(-c3cccc(C(F)(F)F)c3)o2)SC(=S)N1CCCN1CCOCC1 | 28.0
Cc1nnsc1C(=O)NCCC(O)c1cccn1C (stereo not drawn) | 0.0
O=C(/C=C/c1ccccc1)Nc1nc(-c2ccccn2)cs1 | 15.0
COc1cccc(CNC(=O)Cn2c3ccc(F)cc3c(=O)n2C(C)(C)C)c1 | -9.0
CN(C)c1ccc(N=C2Sc3ccc4ccccc4c3C2=O)cc1 | 4.0
O=C(NCCn1ccn2nccc12)c1cnc2ccccc2n1 | 10.0
